Bioassay records (PubChem BioAssay)
AI-2 QS mod – Vibrio harveyi AI-2 quorum sensing modulation; 300,000 tested, 0.4% active; activity change, % at 7.5 µM; Vibrio harveyi JMH597 AI-2 luminescence/OD600 ratio, 9 h; hits give low values; strain lacks LuxN and CqsS sensors; 0 = neutral-control median; in the data active means activity change below about -75%, passing the limit was not always enough; inconclusive means no clear call, values can overlap the other calls;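 further: luminescence divided by OD600 gain over 9 h not by final OD600 alone; inactives centre near 13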
Platelet DG rel – modulates dense granule release in human platelets; human platelet-rich plasma, SFLLRN dense granule ATP release, luminescence; inhibition, %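 (compounds screened at 7.5 µM in platelet-rich plasma)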; 300,000 tested, 0.22% active;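 active means mean replicate score, as percent of positive control, at or above 50; inconclusive means mean below 50 but at least one replicate at or above 50; inactive means mean and every replicate below 50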
HSF1 inh – HSF1 inhibition | NIH3T3-HGL HSE-luciferase, MG132-induced, luminescence 8 h; hits give low values | activity change, negative = inhibition, % at 7.5 µM (by protocol) | 300,000 tested, 0.77% active;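 active means more than half of replicate wells show activity change below -50%, luminescence cut by over half; inconclusive means some wells, but at most half, below -50%; inactive means no replicate well below -50%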;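 further: luciferase reports HSF-1 transcriptional activity via heat shock element; 0% = median of DMSO wells and -100% = zero luminescence signal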
HIF act – HIF pathway transcriptional activation; 300,000 tested, 0.32% active; U2OS HRE-luciferase reporter, luminescence; normalized: DMSO 0%, desferrioxamine 100%; activation, % at 7.5 µM (by protocol);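 active means mean activation of at least 10% of the iron chelator positive control signal, with at least half of replicates also reaching 10%; inconclusive means mean and replicate majority disagree about reaching 10%; inactive means mean and most replicates under 10%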
aSyn 5UTR inh – 5' untranslated region of α-synuclein, MLPCN primary screen | alpha-synuclein 5'UTR reporter, inhibitor activity | inhibition, % (tested at 7.5 µM) | 300,000 tested, 0.82% active; in the data active means inhibition above about 60%; inconclusive means no clear call, values can overlap the other calls;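 further: H4 neuroglioblastoma cells stably carrying SNCA 5'UTR luciferase fusion; 0% = DMSO wells and 100% = positive control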
HSP90 inh – blocks HSP90-mediated luciferase refolding in reticulocyte lysate | 290,000 tested, 0.91% active | inhibition, % at 5.6 µM | Rabbit reticulocyte lysate, luciferase refolding luminescence, 3 h;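 active means inhibition above the screen-wide mean plus 3 SD, computed separately per campaign, cut at about 16% in these data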;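 further: 0% = DMSO wells and 100% = 60 µM geldanamycin wells; inhibitors lower the luminescence because luciferase stays unfolded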
SKKanGAS inh – blocks kanamycin growth of S. pyogenes SKKanGAS strain. BacTiter-Glo, 6 h. inhibition, % at 7.5 µM. 300,000 tested, 1.3% active;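 active means mean replicate score, as percent of positive control median, at least 50; inconclusive means mean below 50 but one replicate at or above 50; inactive means mean and every replicate below 50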;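 further: strain carries kanamycin resistance gene driven by streptokinase promoter and grows in 40 µg/ml kanamycin; loss of luminescence reflects streptokinase promoter inhibition or plain growth inhibition; 0% = median of DMSO wells and 100% = positive control at its reference dose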
IEC-6 cytotox – kills IEC-6 intestinal cells in KLF5 counter-screen | IEC-6 cytotoxicity, luminescence viability | inhibition, % at 5 µM | 290,000 tested, 0.78% active | AID 1825; in the data active means inhibition above about 22%;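 further: 0% = plate median of test compound wells and 100% = cytotoxic reference compound wells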
KLF5 inhibitor – kruppel-like factor 5 inhibition | DLD-1 KLF5 promoter-luciferase reporter, luminescence | inhibition, % at 5 µM | 290,000 tested, 0.23% active;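 active means inhibition above a per-plate limit of that plate's mean compound inhibition plus 3 SD, cut at about 60% in these data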;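 further: 0% = DMSO wells and 100% = LY294002 at 200 µM; higher means less KLF5 promoter-driven luciferase light; inactives centre near -14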
HSF-1 act – increases HSF-1 driven luciferase reporter signal; NIH3T3-HGL HSF-1 luciferase reporter, MG132, 8 h; 100% = twice DMSO control signal; activation, % at 9 µM; 300,000 tested, 1.7% active; AID 504408;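 active means mean replicate activation of at least 50% with a set share of replicates each reaching 50%; inconclusive means only one of those two conditions met; inactive means mean below 50% and too few replicates reaching it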;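 further: 0% = median of the neutral control wells and 100% = twice that signal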
Active calls of the source: *; ? = inconclusive; nt = not tested or not shown.

SMILES	AI-2 QS mod	Platelet DG rel	HSF1 inh	HIF act	aSyn 5UTR inh	HSP90 inh	SKKanGAS inh	IEC-6 cytotox	KLF5 inhibitor	HSF-1 act
CCOC(=O)N1CCN(C(=O)C2CCCN(S(=O)(=O)c3c(C)cc(C)cc3C)C2)CC1 (stereo not given)	12	-3	0	0.2	1	-7	-3	-9	4	-2
CC(c1ccccn1)N(C)C(=O)c1ccc2nc(Cc3cccc(Cl)c3)oc2c1 (stereo not given)	23	-7	19	3.4	-81	-4	-2	-1	-71	26
CS(=O)(=O)c1ccccc1C(=O)Nc1cc(Cl)ccc1-n1cncn1	30	3	-1	0.7	5	nt	-6	nt	nt	5
COC(=O)COc1c(Cl)cc(C(c2c(C)[nH][nH]c2=O)c2c(C)[nH][nH]c2=O)cc1OC	22	1	21	0.1	1	-1	5	-10	-36	18
CCC(=O)Nc1cc(NC(=O)CSc2ncc(-c3ccc(F)cc3)n2Cc2ccco2)ccc1C	14	1	69	0.7	-226	1	2	-6	-26	77*
O=C(NC1CCN(Cc2ccccc2)CC1)c1ccc(Oc2cc(Cl)cc(Cl)c2)o1	11	-8	-1	-1.0	18	-7	-3	-3	-21	-1
COc1ccc(-c2cn(-c3ccc(Cl)cc3)c3[n+]2CCCCC3)cc1	1	11	-17	0.3	15	-2	-15	3	0	-7
O=C(O)c1ccc(NCc2ccc3c(c2)OCO3)cc1	-92*	4	-3	-16	-1	0	-1	-1	-19	2
FC(F)(F)c1cc(-c2ccco2)nc2ncnn12	37	-6	2	-0.2	9	-3	-3	-2	-11	4
Clc1ccc(CSc2nccn2Cc2ccccc2)cc1	-47	-3	16	0.8	-14	4	?	2	-17	24
CCN1CC=C2C(C1)C(c1ccc(Cl)s1)C(C#N)=C(N)C2(C#N)C#N (stereo not given)	14	3	10	-0.5	13	-1	10	5	-42	44
O=S(=O)(Nc1ccc(O)c(Sc2nc3ccccc3s2)c1)c1ccc(Cl)cc1	17	-11	1	-1.0	-9	-3	34	-2	13	27
COCCN(C(=O)COC(=O)/C=C/c1ccc2c(c1)OCO2)c1c(N)n(Cc2ccccc2)c(=O)[nH]c1=O	nt	-2	-7	-0.5	-28	nt	0	nt	nt	-7
Cc1c(/C=N/NC(=O)C(NC(=O)c2ccc3c(c2)OCO3)C(C)C)c2ccccc2n1C (stereo not given)	18	1	-7	0.8	12	0	7	19	-3	13
COc1ccc(C(=O)Nc2cccc3c2CCCC3)cc1OC	31	1	2	-1.5	0	-1	4	-2	-22	10
O=C(NCc1ccco1)c1ccc(Br)c(S(=O)(=O)N2CCCCC2)c1	22	1	7	-0.3	8	-1	-5	-3	11	19
COc1ccc(CCNC(=O)C2CC3Cn4c(nc5cc(Cl)c(Cl)cc54)C3N2C)cc1 (stereo not given)	-3	3	1	0.5	-11	nt	14	nt	nt	11
COc1ccc(OC)c([N+](=O)[O-])c1C(N)=O	10	-2	-1	-0.2	-17	-4	-5	-9	3	17
O=C1NCCNC(=O)c2ccccc2OCCOc2ccccc21	13	4	-8	-0.4	3	-2	7	-1	-6	-8
CCOC(=O)C1CCN(C(=O)CCc2ccccc2)CC1	3	-7	-3	-0.2	2	3	-3	2	2	14
COc1ccc2[nH]c(C(=O)Nc3ccc(C)c(F)c3)cc2c1	13	1	2	4.3	-115	-1	-11	14	-117	27
COc1ccccc1N1CCN(Cc2nc(N)nc(Nc3ccc(C)cc3)n2)CC1	19	-6	-4	-0.3	41	0	42	0	5	-9
Nn1c(SCC(=O)N2CCCc3ccccc32)nnc1-c1ccc(Cl)cc1	27	4	-5	0.1	8	4	2	5	-25	6
COc1ccc(C2(C(=O)Nc3ccccc3)CCOCC2)cc1	16	26	-11	-19	-10	0	-7	1	-8	7
O=C1Nc2ccccc2O/C1=C\c1ccccc1	11	6	3	-0.1	-5	-1	1	4	-71	22

Later entries:
SMILES	AI-2 QS mod	Platelet DG rel	HSF1 inh	HIF act	aSyn 5UTR inh	HSP90 inh	SKKanGAS inh	IEC-6 cytotox	KLF5 inhibitor	HSF-1 act
CCc1ccccc1NC(=O)C1CCCN(c2nccc(C)n2)C1 (stereo not given)	28	3	10	2.2	-4	-4	-2	-8	-9	40
CC(=O)N1CCN(S(=O)(=O)c2cccc(C(=O)Nc3nccs3)c2)CC1	4	-5	-10	-0.3	-7	-1	3	0	-1	-12
Cc1ccc(COC(=O)Cc2coc3cc(O)ccc23)cc1	-39	0	10	-0.4	-3	-4	22	-10	-3	13
CCCCCCn1c(=O)c(-c2ccccc2)c(O)c2ccccc21	13	-16	1	-0.3	12	2	-3	10	-11	4
CCCCN1C(=O)C(=O)N(CC(=O)N2CCN(c3ccccc3)CC2)C1=O	13	4	2	0.2	-5	nt	9	nt	nt	-4
COc1ccc(NC(=O)CN(C)S(=O)(=O)c2ccc3c(c2)CCCN3C(C)=O)cc1	30	-4	1	0.6	15	-7	-5	1	-15	-2
CCn1c(CNc2ccc(Cl)cc2)nnc1SCC(=O)OC1CCCCC1	27	4	19	1.8	-17	-6	4	0	-27	60*
COc1cc(/C=C2\SC(=O)N(c3ccccc3Cl)C2=O)cc([N+](=O)[O-])c1O	43	-2	15	0.4	-18	1	?	3	-27	12
COc1ccc(OCCC(=O)OCC(=O)Nc2cccc(Br)c2)cc1	31	-35	-10	-0.8	18	-2	-19	-1	7	0
CCN1CCN(C(=O)c2nn(-c3ccc(OC)cc3)c(=O)c3c2c2ccccc2n3C)CC1	1	-3	-1	0.3	-5	-1	-1	-7	0	-13
COC(=O)CN1C(=O)COc2ccc(Cl)cc21	-7	-2	-7	0.0	-14	0	1	-1	5	-9
O=C(N/N=C/c1cc([N+](=O)[O-])ccc1O)/C(=C\c1cccs1)NC(=O)c1ccccc1	27	-3	-27	1.6	3	6	83*	-12	-8	-35
COc1cc(NC(=O)CSc2nc(C)cc(C)n2)cc(OC)c1OC	23	19	-2	-0.5	18	-1	-5	-1	-1	-8
O=C(NCC(=O)N1CCC2(CC1)NCCc1[nH]cnc12)c1ccc(Br)cc1	10	-9	5	0.3	-5	1	3	0	1	14
Cc1cccc(N2CCN(Cc3nc(-c4ccccc4Cl)oc3C)CC2)n1	18	-1	-60*	0.7	13	-1	-9	-5	-19	-70
Cc1ccc2nc(Nc3nc(CSc4nnnn4-c4ccccc4)cc(=O)[nH]3)nc(C)c2c1	24	7	-4	0.0	0	1	21	0	-7	-9
COc1ccc(CCNC(=O)c2nc3ncccn3n2)cc1OC	28	1	-3	-0.3	11	3	9	-1	2	2
CC1CC(=S)Nc2ccccc2N1Cc1ccccc1 (stereo not given)	-5	0	2	0.4	10	4	0	4	-13	7
CC(=O)c1c(C)nc2ccc(C)cc2c1-c1ccccc1	27	-1	-3	0.0	25	-2	9	-6	-18	-15
O/N=C1\CCCc2nnc3c(c21)CCCC3	7	-2	-3	0.0	-13	1	-21	1	0	2
Cc1cc(C(F)(F)F)nn1CC(=O)N1CCCC1	21	9	-7	-0.3	15	4	-2	-5	-13	2
C/C(=N\NC(=O)C1CCCN(S(=O)(=O)c2ccccc2)C1)c1cccnc1 (stereo not given)	11	8	-2	0.0	3	1	-4	-4	2	13
O=C(N/N=C1/C(=O)c2cccc3cccc1c23)c1ccc(Cl)cc1	14	5	-1	0.3	19	0	100*	-2	-26	8
CC(C)c1csc(CN2CCC(CO)(Cc3ccccc3)CC2)n1	-67	1	5	0.5	-45	7	-4	-5	-34	5
O=C(CN1CCN(C/C=C/c2ccccc2)CC1)Nc1ccccc1C(=O)NC1CC1	1	3	1	0.3	9	-4	6	3	-3	1

(continued)
SMILES	AI-2 QS mod	Platelet DG rel	HSF1 inh	HIF act	aSyn 5UTR inh	HSP90 inh	SKKanGAS inh	IEC-6 cytotox	KLF5 inhibitor	HSF-1 act
CCOC(=O)C1(CC)NC(c2ccc(N(C)C)cc2)C2C(=O)N(C)C(=O)C21 (stereo not given)	32	4	-2	-0.7	12	-2	-3	-2	-10	23
C/C(=N\N=C(N)N)c1ccc(C)c(C)c1	4	3	2	0.1	-14	-4	-16	0	-10	-1
CCOc1ccccc1NC(=O)COC(=O)CC(NC(N)=O)c1ccc(Cl)cc1 (stereo not given)	1	5	-6	-0.5	-5	-5	5	-4	-7	6
CC1(C)Cc2c(sc3[nH]c(=S)n(Cc4ccco4)c(=O)c23)CO1	9	13	23	nt	-53	0	14	-8	-17	40
CC(=O)N1CCN(C(=O)COc2ccccc2C(=O)Nc2ccccc2)CC1	12	-1	-2	1.0	-8	-1	-6	-2	-28	18
CCC(=O)NNC(=O)CCC(=O)Nc1cccc(Cl)c1C	-2	-1	2	-0.4	11	-1	-6	3	6	8
COc1ccccc1/C=N/N1CCN(c2ccc(Cl)cc2)CC1	-8	2	-2	-0.5	-5	4	-1	0	-28	23
CCc1ccc(-n2c(Cn3nc(C(F)(F)F)cc3C)n[nH]c2=S)cc1	0	-4	1	-0.2	8	-1	3	-2	2	5
Cc1cccc(NC(=O)CSCC(=O)Nc2ccccc2N2CCCCC2)c1	9	0	11	0.4	17	nt	2	nt	nt	8
COC(=O)CN(c1ccc(OC)c(OC)c1)S(C)(=O)=O	13	-2	2	-0.7	-1	-1	3	-4	5	13
COc1cc(NS(=O)(=O)c2ccc(NC(=O)CSC3=NCCS3)cc2)nc(OC)n1	29	-1	4	0.1	-1	-1	-7	-6	-28	30
CC(C)(C)c1ccc(/C=C/C(=O)c2ccc(NC3=NCCCS3)cc2)cc1	35	6	10	0.3	-107	5	nt	5	-24	19
COc1ccc(NC(=O)CSc2nc3c(c(=O)n2-c2ccc(F)cc2)SCC3)c(OC)c1	14	-19	-4	-0.4	-7	12	4	2	-33	3
COc1ccccc1-n1c(SCC(=O)NC2CCS(=O)(=O)C2)nc2cc([N+](=O)[O-])ccc21 (stereo not given)	18	10	-1	-0.2	32	-5	2	1	-6	0
CCCOc1ccc(CNC(=O)Cn2ncc3ccccc32)cc1	11	-7	0	1.6	-58	-7	-15	-1	-78	4
CCN(CC(=O)NCc1ccc(F)cc1)C(=O)c1ccc(COc2ccccc2)cc1	23	-7	6	1.7	-67	2	5	6	-35	7
CC(NC(N)=O)C(=O)OCC(=O)c1ccc(-c2ccccc2)cc1 (stereo not given)	23	6	1	0.1	0	-1	8	1	-9	-3
OC1(c2ccc(F)cc2)CCN(Cc2cccnc2)CC1	19	-1	-1	1.1	-8	1	2	6	-3	-9
O=C(c1ccco1)N1CCN(Cc2cccc(C(F)(F)F)c2)CC1	10	-4	9	1.4	12	1	11	-4	-12	4
OCCC1CN(Cc2nc3ccccc3[nH]2)CCN1C1CCCC1 (stereo not given)	12	10	-9	0.4	-14	4	-3	-7	-26	-6
Cc1ccnc(NS(=O)(=O)c2ccc(N3C(=O)C4CCCCC4C3=O)cc2)n1 (stereo not given)	-4	-8	-4	0.2	5	-3	7	-5	-52	4
COc1cc(NC(=O)c2cc(C)no2)c(OC)cc1Cl	10	-4	2	-2.9	11	-3	-6	-5	-31	-5
COc1ccc(NC(=S)Nc2ccc(OCc3ccccc3)cc2)c(OC)c1	19	9	-2	3.1	-15	1	2	2	5	-4
